Runt-SMMHC FRET: inhibitors of human RUNX1 Runt domain binding to CBFb-SMMHC; 220,000 tested, 0.74% active; Q01196+Q13951; inhibition, % at 20 µM; Cerulean-Runt/Venus-CBFb-SMMHC FRET ratio 530/480, 1 h; AID 1434;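 active = mean inhibition across duplicate retests at 20 µM reaching about 50%, limit read from the data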;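 also: 0% = DMSO wells and 100% = wells with excess untagged CBFb-SMMHC; inhibitors lower the FRET ratio by blocking Runt binding to CBFb-SMMHC; some results filed as inactive read as strong as hits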
NCF1 inh: blocks human p47phox regulatory protein of NADPH oxidases; inhibition, % at 24.7 µM; P14598; p47phox/p22phox peptide binding, fluorescence polarization, 2 h; 220,000 tested, 0.53% active;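 active = inhibition above about 30%, limit read from the data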;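 also: 0% = p47phox with labelled peptide and 100% = labelled peptide alone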
Runt-CBFb FRET: blocks binding of human RUNX1 Runt domain to CBFb. Q01196+Q13951. 220,000 tested, 0.46% active. inhibition, % at 20 µM. AID 1496. Cerulean-Runt/Venus-CBFb FRET ratio 530/480, 1 h;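 active = inhibition over about 50% at 20 µM in the single-dose screen, limit read from the data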;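 also: 0% = DMSO wells and 100% = excess unlabeled CBFb competitor control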
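Measured by: fluorescence energy transfer, 422 nm excitation, 530/480 nm emission; Assay system: Cerulean-Runt domain; Medium: Tris pH 7.5 buffer with BSA; Measure: loss of energy transfer signal; Controls: 5 µM unlabeled CBFb as full-inhibition high control; Incubation: protein complex preformed 1 h, compound exposure 1 h, room temperature, dark.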
L929 necroptosis: blocks zVAD induced death of L929 cells; L929 zVAD necroptosis rescue, ATP luminescence, 24 h; with zVAD 60 µM; viability rescue, % at 10 µM; 220,000 tested, 0.38% active; AID 1377;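 active = activation, scaled between plate controls, above about 75%, limit read from the data; inactive = activation under that limit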;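 also: 0% = zVAD with DMSO and 100% = DMSO alone without zVAD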
EBV gp42 inh: inhibitors of Epstein-Barr virus glycoprotein 42. AID 1085. inhibition, % (tested at 21.74 µM). 220,000 tested, 0.42% active. Fluorescence polarization binding assay, mP read-out; in the data active = inhibition above about 50%
Target sequence (Q1HVG2 whole entry, looked up): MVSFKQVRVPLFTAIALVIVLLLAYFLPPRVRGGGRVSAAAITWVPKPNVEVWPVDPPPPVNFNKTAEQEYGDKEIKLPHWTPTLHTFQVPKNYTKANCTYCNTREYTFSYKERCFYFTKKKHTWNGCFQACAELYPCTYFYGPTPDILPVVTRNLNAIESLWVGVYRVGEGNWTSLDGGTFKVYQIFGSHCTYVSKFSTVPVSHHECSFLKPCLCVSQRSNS
Hck-Nef inh: human Hck-Nef kinase inhibition | AID 463187 | 220,000 tested, 0.68% active | Recombinant Hck-YEEI plus Nef, Z-Lyte FRET kinase assay | inhibition, % at 20 µM | P08631;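 active = Hck-Nef kinase inhibition above about 50%, limit read from the data; inactive = inhibition below that limit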;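 also: 0% = DMSO with Hck plus Nef and 100% = Hck alone without Nef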
Target sequence (P08631 whole entry, looked up): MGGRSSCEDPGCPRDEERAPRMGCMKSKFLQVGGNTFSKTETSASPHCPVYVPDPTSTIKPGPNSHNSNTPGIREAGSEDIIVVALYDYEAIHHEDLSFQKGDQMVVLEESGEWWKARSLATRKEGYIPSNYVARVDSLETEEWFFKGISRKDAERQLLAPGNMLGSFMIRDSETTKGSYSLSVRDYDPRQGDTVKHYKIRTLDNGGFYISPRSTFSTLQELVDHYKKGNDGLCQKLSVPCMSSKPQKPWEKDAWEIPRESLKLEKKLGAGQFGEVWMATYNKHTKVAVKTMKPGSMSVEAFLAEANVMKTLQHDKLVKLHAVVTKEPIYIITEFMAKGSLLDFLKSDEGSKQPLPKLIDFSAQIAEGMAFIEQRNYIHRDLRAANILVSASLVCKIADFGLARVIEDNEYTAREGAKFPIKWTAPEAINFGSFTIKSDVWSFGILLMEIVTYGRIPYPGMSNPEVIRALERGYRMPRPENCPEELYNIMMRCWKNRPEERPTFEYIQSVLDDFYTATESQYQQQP
Tb hexokinase: T. brucei hexokinase 1 inhibition; AID 1430; inhibition, % at 10 µM; recombinant TbHK1, G6PDH-coupled NADH A340; 220,000 tested, 0.11% active;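 active = inhibition of 50% or more in the single-dose primary screen; inactive = inhibition below 50%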
14-3-3 Bad PPI: disrupts binding of bovine 14-3-3 zeta to phospho-Bad peptide | AID 781 | 220,000 tested, 0.71% active | P63103 | inhibition, % at 21.7 µM | TR-FRET 14-3-3zeta/Dy647-pBad peptide displacement, 1 h;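 active = inhibition above about 70%, limit read from the data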;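 also: 0% = full 14-3-3 plus peptide FRET controls and 100% = background without 14-3-3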
Target sequence (P63103 whole entry, looked up): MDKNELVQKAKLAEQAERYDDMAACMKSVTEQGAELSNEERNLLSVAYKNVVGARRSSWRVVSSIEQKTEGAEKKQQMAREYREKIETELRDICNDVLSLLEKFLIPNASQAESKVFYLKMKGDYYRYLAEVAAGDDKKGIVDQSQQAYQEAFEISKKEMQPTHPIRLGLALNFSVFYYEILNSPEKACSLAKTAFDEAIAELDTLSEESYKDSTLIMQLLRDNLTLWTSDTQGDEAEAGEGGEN
Mdm2 ligase inh: Mdm2 E3 ligase (human) inhibition. cell-based MDM2 ubiquitination luciferase reporter, 2 h; 0 = plate control, 100 = twice control, blank-subtracted. 210,000 tested, 0.11% active. AID 1230. signal enhancement, % at 5 µM. Q00987;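 active = signal enhancement of 30% or more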;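 also: luminescence tracks abundance of the self-degrading MDM2-luciferase fusion protein; higher signal means inhibition of MDM2 E3 ligase activity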
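test system = mammalian cells stably expressing self-ubiquitinating, self-degrading MDM2 E3–luciferase fusion | quantity = 2000 cells/well | incubation = cell settling 4 h, compound treatment 2 h, both 37 °C | signal = luminescence with SteadyLite reagent, 15 min at room temperature | evaluation = % enhancement relative to plate controls after blank subtraction | benchmarks = plate controls and plate blanks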
* marks the source's active call; other numbers are inactive results; . = not tested or not shown; [ ] = dose if it differs, or a comment.

No.	molecule	L929 necroptosis	Hck-Nef inh	EBV gp42 inh	Tb hexokinase	Runt-CBFb FRET	Mdm2 ligase inh	NCF1 inh	Runt-SMMHC FRET	14-3-3 Bad PPI
1	CCNCc1cc2cc(C)ccc2[nH]c1=O	-0.3	0.3	-11.9	-14.6	12.9	-13.1	-5.3	-4.5	14.3
2	CCOC(=O)C(NC(=O)c1ccccc1)=C1CCCCC1	-0.7	-1.3	-9.5	0.8	1.5	-18.8	-1.5	1.0	0.6
3	CCCc1cc(C(=O)Nc2sc(C)c(CC)c2C#N)no1	1.0	-6.1	-2.1	-6.2	0.4	-3.6	0.1	-5.0	5.2
4	Cc1cc(C)nc(NC(=O)/C=C/c2ccccc2Cl)c1	3.5	1.7	5.0	-2.3	-0.9	-15.2	-7.2	1.9	4.4
5	Cc1ccc2[nH]c(=O)c(CN(C(=O)c3cccc([N+](=O)[O-])c3)C(C)C)cc2c1	0.0	17.6	-9.8	-19.3	1.3	-4.4	-3.3	-0.3	-0.7
6	Fc1ccc(Cn2nnnc2CN2CCN(C3CCCC3)CC2)cc1	0.9	-1.1	-4.8	13.6	1.3	-10.3	-14.0	-2.4	78.0*
7	COC(=O)/C=C1\S/C(=N/N=C/c2ccc(Cl)cc2)NC1=O	0.7	10.5	-12.7	-25.7	-1.3	-8.2	-16.3	-2.8	-7.2
8	Cc1ccc(S(=O)(=O)Nn2c(C)nnc2-n2nc(C)cc2C)cc1	0.0	-1.0	0.4	4.6	-1.2	-6.6	-3.7	-0.6	10.1[fluorescence artefact?]
9	O=C(O)c1ccn2c(C(=O)c3ccc(Cl)cc3)c(-c3ccccc3)cc2c1	0.9	14.8	-6.5	-2.5	-23.3	-12.8	-18.3	-39.0	-4.5
10	Cc1ccc(NC(=O)c2c(O)c3ccccc3n(C)c2=O)nc1	5.5	4.9	-3.3	-1.9	-0.6	-12.2	5.4	-6.8	4.4
11	COc1ccc(CC(=O)NNC(=S)Nc2ccccc2)cc1Cl	4.4	6.1	-7.4	10.5	2.3	-1.7	-24.0	3.9	-23.3
12	CS(=O)(=O)N1CCN(c2ccc(NC(=O)CSc3nnc(-c4ccco4)o3)cc2)CC1	-0.5	-4.5	0.2	7.3	-0.4	-9.6	4.2	-0.7	22.8
13	COc1ccc(N2CCN(S(=O)(=O)c3cccs3)CC2)cc1	-0.1	-7.8	-17.6	-2.0	1.6	-8.7	-10.0	0.7	26.2
14	O=C1N/C(=C/c2ccco2)C(=O)N1Cc1ccccc1F	1.4	4.7	0.9	-37.5	9.1	-0.4	-2.5	5.7	3.0
15	CCOCN(C(=O)Cn1c(COC)nc2ccccc21)c1c(C)cccc1CC	0.7	-1.9	-8.1	-1.9	-3.1	-5.8	-0.2	0.4	-11.7[fluorescence artefact?]
16	Cc1ccc2c(NC(=O)C3CC3)c(C)ccc2n1	1.0	-0.2	-12.0	-0.9	0.7	-11.6	1.1	5.3	-13.2[fluorescence artefact?]
17	O=C(NCc1ccco1)c1ccc(N2CCOCC2)c([N+](=O)[O-])c1	-0.2	-16.9	-0.9	6.8	1.6	-25.1	-5.1	1.2	-3.0
18	C/C(=N\NC(=O)c1cc(-c2cccnc2)nc2ccccc12)c1ccccc1O	4.0	2.3	-19.7	-8.4	-5.3	9.3	-27.3	-21.3	-16.8[fluorescence artefact?]
19	O=C(CN(C(=O)c1cc2c(s1)CCC2)C1CCCC1)NCc1cccs1	0.4	0.6	2.9	-7.7	-1.5	-5.3	3.0	1.0	36.4
20	C#CCOCCOCCOCCNc1nc(N2CCN(C(=O)[C@H](CCC(=O)O)n3cc(C(N)CO)nn3)CC2)nc(N2CCN(C(=O)[C@H](CCC(=O)O)n3cc(C(N)[C@H](C)CC)nn3)CC2)n1 (stereo not given in full)	0.8	1.1	-14.5	-12.4	1.1	.	.	-2.9	10.7
21	Nc1ccc2c(c1)nc(Cc1ccccc1)n2CCO	2.1	15.0	-4.4	-0.5	13.0	3.0	-1.9	4.0	-10.0
22	Cc1ccc(NC(=O)CCC(=O)NNS(=O)(=O)c2ccccc2)c(C)c1	0.1	-1.5	-15.8	-5.1	-1.3	-2.4	0.8	-1.5	3.5
23	CC1=NN(C(=O)c2ccccc2-n2cccc2)C(O)(C(F)(F)F)C1 (stereo not given)	-0.1	4.0	0.3	1.9	-2.0	-17.8	-4.5	0.6	19.8
24	COc1ccc(C2c3c4c(n(C)c3CCN2C)CCN(C)C4c2ccc(OC)cc2)cc1 (stereo not given)	-0.1	-18.3	-17.0	5.7	-0.4	-9.4	-3.8	-1.7	53.1[fluorescence artefact?]
25	CCOC(=O)N1CCC(NC(=O)C2CCCN(S(=O)(=O)c3ccc4c(c3)oc(=O)n4C)C2)CC1 (stereo not given)	1.2	-2.4	-15.3	-6.2	1.2	-20.8	-3.0	-2.0	9.6[fluorescence artefact?]
26	CCCC(=O)NCCc1ccc(S(N)(=O)=O)cc1	-0.4	-1.8	-7.5	0.9	-1.4	1.9	10.4	-7.4	-9.3
27	CN(C)N=Nc1ccc2nc[nH]c2c1	-0.4	-39.6	-0.1	4.8	20.2	1.2	-3.5	10.0	-55.4
28	N#CC1(C#N)C(c2ccccc2)OC23CCCCCC2C1(C#N)C(=N)O3 (stereo not given)	0.7	-2.1	-1.1	-4.4	40.1	-24.2	-14.0	80.3*	-5.6
29	O=C(CN(c1ccc(F)cc1)S(=O)(=O)c1ccccc1)NCCSC1CCCCC1	-0.4	2.9	-13.3	5.9	-2.0	4.2	-11.5	3.6	3.6
30	O=C(NC1CCCCCC1)c1cc(S(=O)(=O)N2CCOCC2)ccc1N1CCCCC1	-0.1	-0.1	0.4	-2.9	-5.8	-26.8	-7.4	0.8	-9.7

(listing goes on)
No.	molecule	L929 necroptosis	Hck-Nef inh	EBV gp42 inh	Tb hexokinase	Runt-CBFb FRET	Mdm2 ligase inh	NCF1 inh	Runt-SMMHC FRET	14-3-3 Bad PPI
31	Cc1nn(CCOc2ccccc2)c(=O)n1-c1ccccc1	0.8	1.2	-5.1	0.0	-1.9	-6.9	-1.0	-1.0	-11.2
32	CC(=O)N1CCN(C(=S)Nc2ccc(Oc3ccccc3)cc2)CC1	-0.2	23.5	0.9	4.0	0.5	-14.1	-4.9	0.9	-8.6
33	CC(C)(C)c1cc(NC(=O)COC(=O)c2ccc3c(=O)n4c(nc3c2)CCC4)n(-c2ccccc2)n1	22.0	3.8	-16.6	-3.5	1.0	-13.9	-6.7	-1.8	4.7
34	CC1CCC(C(C)C)C(OP(=O)(c2ccc(N(C)C)cc2)C(O)c2cccnc2)C1 (stereo not given)	.	-6.8	10.9	4.5	-5.1	-7.1	-6.0	-1.2	-1.3[fluorescence artefact?]
35	CN(C)CCCNc1c(C(=O)O)cnc2c1cnn2C	-0.3	-0.2	-29.1	1.1	0.5	-5.6	-17.9	4.8	3.5
36	COC(=O)c1ccc(COc2cccc3c2CCN(Cc2ccccc2)C3=O)o1	0.1	0.5	-1.7	-2.2	-2.0	-8.2	-17.0	-3.4	7.8[fluorescence artefact?]
37	CC(C)Cn1c(N)c(C(=O)NCc2cccs2)c2nc3ccccc3nc21	61.6	34.2	9.0	-7.9	16.3	-19.7	-47.5	72.8*	6.2[fluorescence artefact?]
38	CCOC(=O)N1CCN(Cc2cn[nH]c2-c2cccc3ccccc23)CC1	2.6	19.3	-8.0	-7.5	0.4	-0.5	-6.8	0.4	2.5
39	Cc1cc(NS(=O)(=O)c2ccc(OCCNS(C)(=O)=O)cc2)no1	-0.5	0.4	1.8	-3.5	-1.1	5.1	-10.1	-0.8	3.5[fluorescence artefact?]
40	CC1=C/C(=N\OC(=O)/C=C/c2ccccc2)C(C)=CC1=O	51.2	2.0	2.4	-17.2	1.0	-5.0	-56.2	-2.4	7.1
41	O=C(Nc1ccccc1-c1nnn(CC(=O)N2CCOCC2)n1)c1ccccc1F	-0.4	-8.4	-0.6	-5.6	0.0	-11.5	-1.5	-1.8	-11.9
42	COc1ccc(S(=O)(=O)N(CCc2ccccc2)CC(=O)O)cc1C	-0.1	2.0	-12.2	-8.2	-1.2	0.3	0.2	-6.8	-0.9
43	O=C(O)CCC(=O)CCC(=O)c1ccc(Cl)cc1	0.5	-1.0	-15.1	-0.6	5.9	-31.8	-1.2	5.7	-12.5
44	Cc1ccc(S(=O)(=O)Nc2ccc(-c3nnc(SCc4ccccc4Cl)o3)cc2)cc1	1.5	4.4	-18.9	8.7	-1.3	0.4	-24.7	1.9	2.0[fluorescence artefact?]
45	Cn1cc(CCC(=O)N2CCCC(C(=O)c3ccc(C(C)(C)C)cc3)C2)cn1 (stereo not given)	0.8	5.1	-12.0	-7.8	-5.3	-9.7	0.7	-1.3	1.5
46	CC(=O)c1c(C)[nH]c(C(=O)Nc2cccc(S(=O)(=O)N(C)C)c2)c1C	70.8	18.6	-4.7	-3.4	-2.2	-11.4	-8.3	-1.4	-9.3
47	c1ccc2c(c1)ncn2CCN1CCCCC1	0.1	-4.7	-18.7	-2.8	-0.9	-6.2	3.0	-0.2	41.3
48	Cc1ccc(NC(=O)NCCc2ccc(S(N)(=O)=O)cc2)cc1	4.7	3.7	-2.4	2.4	0.2	-3.1	-2.2	0.8	3.6[fluorescence artefact?]

Entries shown so far that contain a Cl atom, in the order listed:
No.	molecule	L929 necroptosis	Hck-Nef inh	EBV gp42 inh	Tb hexokinase	Runt-CBFb FRET	Mdm2 ligase inh	NCF1 inh	Runt-SMMHC FRET	14-3-3 Bad PPI
4	Cc1cc(C)nc(NC(=O)/C=C/c2ccccc2Cl)c1	3.5	1.7	5.0	-2.3	-0.9	-15.2	-7.2	1.9	4.4
7	COC(=O)/C=C1\S/C(=N/N=C/c2ccc(Cl)cc2)NC1=O	0.7	10.5	-12.7	-25.7	-1.3	-8.2	-16.3	-2.8	-7.2
9	O=C(O)c1ccn2c(C(=O)c3ccc(Cl)cc3)c(-c3ccccc3)cc2c1	0.9	14.8	-6.5	-2.5	-23.3	-12.8	-18.3	-39.0	-4.5
11	COc1ccc(CC(=O)NNC(=S)Nc2ccccc2)cc1Cl	4.4	6.1	-7.4	10.5	2.3	-1.7	-24.0	3.9	-23.3
43	O=C(O)CCC(=O)CCC(=O)c1ccc(Cl)cc1	0.5	-1.0	-15.1	-0.6	5.9	-31.8	-1.2	5.7	-12.5
44	Cc1ccc(S(=O)(=O)Nc2ccc(-c3nnc(SCc4ccccc4Cl)o3)cc2)cc1	1.5	4.4	-18.9	8.7	-1.3	0.4	-24.7	1.9	2.0[fluorescence artefact?]

Source: PubChem BioAssay (several laboratories)
